From PubChem BioAssay
SMN2 splice up – increases expression of the SMN2 splice variant. HEK293 SMN2-luciferase splicing reporter, luminescence, 30-36 h. Potency, µM (series often up to 46.1 µM), without a hit: at the highest dose activity change, positive = activation, actives largely listed as activators. hit rate 2.8% among 210,000. AID 1458; note: % of control where 0% means no effect; nearly all actives have a fitted effect of over 55% in size
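HEK293 cells carry an SMN2 […]–luciferase reporter in which exon 7 inclusion puts luciferase in frame. Cells were plated 10-12 h before compound addition, then incubated 30-36 h at 37C. ONE-Glo luminescence was read; sodium butyrate at 4.5 mM final served as control.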
HttQ103 aggreg – inhibitors of mutant huntingtin aggregate formation in PC12 cells; PC12 HttQ103-GFP aggregates, Acumen cytometry, 40 h; Potency, µM (top dose mostly 46.1 µM), without a hit: top-dose activity change, negative = inhibition, usual class: inhibitors; hit rate 1.1% among 220,000; AID 1688; note: % is set by controls: 0 for no effect and ±100 for the full control effect; nearly all actives have a fitted effect of over 60% in size
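Compounds (qHTS titration) were added to PC12 cells expressing an ecdysone-driven HTT exon 1 Q103–GFP fusion after induction with 100 nM tebufenozide. Aggregate formation was measured as GFP objects in cell lysates.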
HTT cytoprotect – cytoprotection in Huntington HTT-Q103 PC12 cell model; PC12 HTT-Q103 induced, cytoprotection, ATP luminescence, 40 h; Potency, µM (highest dose often 56.4 µM), for inactives: cytoprotection (ATP increase), most hits filed as activators; hit rate 0.14% among 230,000; AID 1471;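 note: % of control where 0% means no effect; nearly all actives have a fitted effect of over 45% in size; toxic huntingtin expression switched on by the ecdysone agonist tebufenozide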
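Huntington model: PC12 line, ecdysone-inducible HTTQ103 exon1–GFP, tebufenozide 100 nM. Test articles in a dose series. Endpoint luminescence from cellular ATP.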
Tau fluor cs – counter-screen for tau fibril formation inhibitors | hit rate 0.93% among 280,000 | Potency, µM (doses to about 57.7 µM), without a hit: at the top dose activity change, negative = decrease | tau K18 P301L Alexa594 fluorescence, heparin fibrillization; note: % is set by controls: 0 for no effect and ±100 for the full control effect; nearly all actives have a fitted effect of over 55% in size
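Human tau K18 P301L (15 uM unlabeled, 0.24 uM Alexa 594-labeled) in 100 mM sodium acetate pH 7 with 20 uM heparin, 6 hr at 37 C. ThT 30 uM added, 1 hr ambient; Alexa 594 FP and total fluorescence read at 555/632 nm.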
Tau FP inhib – tau fibrillization inhibition (FP); P10636; K18 P301L tau heparin fibrillization, Alexa594 FP, 6 h; Potency, µM (top dose mostly 57.7 µM), for the others: at the highest dose activity, negative = inhibition, hits mostly inhibitors; hit rate 0.39% among 280,000; note: % is set by controls: 0 for no effect and ±100 for the full control effect; nearly all actives have a fitted effect of over 55% in size
Target sequence (P10636 561-689 P618L limits assumed): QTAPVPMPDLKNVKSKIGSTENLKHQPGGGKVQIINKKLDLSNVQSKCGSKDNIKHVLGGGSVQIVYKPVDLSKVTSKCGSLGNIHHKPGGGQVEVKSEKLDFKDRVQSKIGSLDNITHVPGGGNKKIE
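Human K18 P301L fragment (15 uM unlabeled plus 0.24 uM Alexa 594-labeled) in 100 mM sodium acetate pH 7 with compound, aggregation induced by 20 uM heparin for 6 hr at 37 C. ThT (30 uM) added for 1 hr, then Alexa 594 FP read.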
ALDH1A1 inh – blocks purified human ALDH1A1 activity; Purified ALDH1A1, NADH fluorescence, propionaldehyde substrate; P00352; AID 1030; Potency, µM (titrated, usually from 75.3 µM), for the others: top-dose activity, negative = inhibition, hits mostly inhibitors; hit rate 7.3% among 220,000; active = well fitted inhibition curve with a large enough effect, not every such curve was filed as active; inconclusive = small, poorly fitted or top-dose-only effect, or another doubt; inactive = no such curve, though single readings can be large or run the other way;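 note: plate controls were no enzyme wells and a reference inhibitor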
Target sequence (P00352 whole entry, looked up): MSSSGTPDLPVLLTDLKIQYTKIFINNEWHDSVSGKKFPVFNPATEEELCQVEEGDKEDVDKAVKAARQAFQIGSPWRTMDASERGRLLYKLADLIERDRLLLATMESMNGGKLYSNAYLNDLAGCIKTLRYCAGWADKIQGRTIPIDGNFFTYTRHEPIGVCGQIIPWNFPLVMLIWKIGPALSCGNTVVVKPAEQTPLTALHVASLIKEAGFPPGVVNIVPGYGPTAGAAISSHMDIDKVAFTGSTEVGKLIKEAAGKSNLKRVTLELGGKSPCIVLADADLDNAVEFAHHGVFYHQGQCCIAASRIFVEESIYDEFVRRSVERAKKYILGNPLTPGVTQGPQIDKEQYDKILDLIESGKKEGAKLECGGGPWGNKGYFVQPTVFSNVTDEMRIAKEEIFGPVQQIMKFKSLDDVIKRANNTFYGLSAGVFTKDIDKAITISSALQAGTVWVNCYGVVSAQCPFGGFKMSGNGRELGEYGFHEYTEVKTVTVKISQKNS
Tau ThT inhib – blocks human tau fibril formation measured by thioflavin T | P10636 | hit rate 2.1% among 270,000 | recombinant tau K18 P301L, heparin-induced fibrillization, ThT fluorescence | Potency, µM (series often up to 57.4 µM), for inactives: at the highest dose activity, negative = inhibition, usual class: inhibitors; note: % is set by controls: 0 for no effect and ±100 for the full control effect; nearly all actives have a fitted effect of over 55% in size
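Fibril formation assay: tau K18 P301L at 15 uM with trace Alexa 594 label, heparin inducer 20 uM, pH 7 sodium acetate buffer, 37 C for 6 hr; endpoint ThT signal.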
JMJD2E inh – inhibitors of human JMJD2E histone demethylase | B2RXH2 | AID 2147 | JMJD2E catalytic domain, FDH-coupled NADH fluorescence (FDH is formaldehyde dehydrogenase) | hit rate 1.6% among 230,000 | Potency, µM (series often up to 57.1 µM), without a hit: at the top dose activity change, negative = inhibition, most hits filed as inhibitors; active = well fitted inhibition curve with a large enough effect, not every such curve was filed as active; inconclusive = small, poorly fitted or top-dose-only effect, or another doubt; inactive = no such curve, though single readings can be large or run the other way;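 note: 0% = wells with enzyme and -100% = buffer wells without enzyme; nearly all actives have a fitted effect of over 50% in size; many of its hits are not listed in these tables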
Target sequence (B2RXH2 1-337 limits assumed): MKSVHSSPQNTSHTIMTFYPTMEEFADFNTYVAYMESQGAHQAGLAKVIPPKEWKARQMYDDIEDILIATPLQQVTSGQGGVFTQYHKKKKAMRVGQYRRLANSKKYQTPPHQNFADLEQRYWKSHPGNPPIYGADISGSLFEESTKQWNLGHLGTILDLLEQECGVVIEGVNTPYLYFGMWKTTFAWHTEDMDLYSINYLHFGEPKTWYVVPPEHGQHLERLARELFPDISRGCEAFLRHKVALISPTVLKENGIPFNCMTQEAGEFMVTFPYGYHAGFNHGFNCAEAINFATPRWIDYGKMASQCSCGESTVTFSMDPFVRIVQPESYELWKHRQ
Active calls of the source: *; ? = inconclusive; nt = not tested or not shown; & = joins results of further samples; [ ] = dose if it differs, or a comment. Unless noted, calls come from the whole dose curve; as a rule, active = well fitted curve in the direction sought with a large enough effect; inconclusive = small, poorly fitted or top-dose-only effect, or another doubt; inactive = no such curve, though single readings can be large; an effect the other way counts as inactive or inconclusive. Potency is the fitted concentration of half-maximal effect. This is a subset (hit frequency here may not be typical).

smiles | Tau FP inhib | Tau fluor cs | SMN2 splice up | JMJD2E inh | HTT cytoprotect | HttQ103 aggreg | Tau ThT inhib | ALDH1A1 inh
O=[N+]([O-])c1ccc(N2CCCC2)c2ccncc12 | 0% | -10% | -19% | 1% | -37%[inhibitor] | 22µM* | 13µM* | -7%
COC(=O)[C@@H]1C[C@@]2(O)[C@H](O)[C@H](O)[C@H](O)C[C@H]2N1Cc1cccnc1 | 1% | -6% | 2% | 8% | 4% | nt | -6% | -7%
Cc1cc(N(CCCl)CCCl)ccc1/C=N/NC(=O)c1ccco1 | 6% | ? | -49%[inhibitor] | ? | -55%[inhibitor] | ? | ? | ?
CN(C)C(=O)Oc1c(Cl)cc(Cl)c2ccccc12 | 4% | -12% | 2% | -6% | 6% | 6% | -9% | 0%
NC(N)=NOCC[C@H](N)C(=O)O | 3%&1% | 0%&-7% | -20% | -5% | ? | nt | 3%&-8% | -8%
COc1ccc(NC(=S)NC(NC(=O)CF)C(Cl)(Cl)Cl)c([N+](=O)[O-])c1 (configuration not stated) | -1% | -15% | -17% | -2% | -20%[10 µM] | ? | -21% | ?
Cc1nn(Cc2ccccc2)c(Cl)c1C(=O)OCC(=O)N1CCCC1 | -6% | -11% | -35%[inhibitor] | -1% | -32%[inhibitor] | -10% | -14% | 5%
CCC1(c2ccc(N)cc2)CCC(=O)NC1=O (configuration not stated) | 9%&-5% | -4%&-9% | 6%&-4% | -2%&8% | -73%[inhibitor] | nt | -2%&2% | -1%&7%
Cc1cccnc1-n1c(-c2ccco2)nc2ccccc2c1=O | 0% | 2% | nt | -17% | 2% | 16% | 1% | 28µM*
CC(C)CC(=O)NC(Oc1ccc(Cl)cc1)C(Cl)(Cl)Cl (configuration not stated) | -12% | -20% | -3% | 0% | -24% | 6% | -5% | 3%
CCN(CC)CCCN=Cc1c(O)n(CCc2ccc(F)cc2)c(=O)[nH]c1=O | 1% | -5% | -19% | 8% | -19% | 25% | -6% | -3%
O=[N+]([O-])c1cccc(C2N3CCCN23)c1 (configuration not stated) | -1% | 0% | 9% | -6% | -2% | 15% | -1% | 3%
CC(C)CC(NP(=O)(O)O[C@@H]1O[C@@H](C)[C@H](O)[C@@H](O)[C@H]1O)C(=O)NC(Cc1c[nH]c2ccccc12)C(=O)O (some centres not stated) | -3% | -12% | 2% | 7% | nt | nt | -12% | 9%
COc1ccc2[nH]c(C)c(CCNCc3cc(OC)c(OC)c(OC)c3)c2c1 | -1% | -11% | -14% | ? | ? | -6% | ? | ?
Cc1cccc(N2C(=O)NC(=O)/C(=C\c3cccn3-c3ccc(Cl)cc3)C2=O)c1 | -3% | -13% | -10% | 9% | -49%[inhibitor] | ? | ? | -3%
CC(C)OC(=O)Nc1ccc(N=C(N)N[N+](=O)[O-])cc1 | 2% | -6% | 27% | 7% | 11% | -14% | -7% | -2%
Cc1c(C(=O)N2CCC3(CC2)OCCO3)oc2ccc(S(=O)(=O)N3CCOCC3)cc12 | -5% | -6% | -11% | -1% | 17%[10 µM] | -16% | -4% | ?
COc1cc(N2CCOCC2)ccc1/C=C1\C(=O)NC(=O)N(C2CCCCC2)C1=O | -17% | -4% | -5% | -3% | 10%[0.074 µM] | 9% | ? | ?
C/C(CC(=O)Nc1ccccn1)=N\NC(=O)Cc1cccc2ccccc12 | 4% | -4% | 8% | ? | 2%[10 µM] | -4% | -22% | ?
CC(=O)N1CC(=O)Nc2ccc(F)cc2C1c1ccccc1 (configuration not stated) | -9% | -13% | -1% | nt | nt | nt | -6% | nt
O=C(O)c1cc(S(=O)(=O)Nc2ccccc2C(=O)O)ccc1O | 0% | 3% | 6% | ? | -13% | 3% | -2% | -5%
Clc1ccc(C(c2ccc(Cl)cc2)C(Cl)(Cl)Cl)cc1 | -19% | -21% | -23%&-13% | -5% | 6% | 6% | -13% | -10%&3%
CCCC[C@H](CN(N=O)[C@@H](Cc1ccccc1)CN(C)N=O)N(CCc1ccccc1)N=O | 6% | -15% | nt | -6% | 13%[10 µM] | 4%[9.22 µM] | -13% | ?
N#Cc1cc2c(nc1SCC(=O)Nc1cc(Cl)cc(Cl)c1)C1CCN2CC1 | -4% | -8% | -41%[inhibitor] | 2% | 1% | 5% | -7% | 2%
CCN(CC)c1ccc(CN(C)CCc2ccc(OC)c(OC)c2)cc1 | 5% | -9% | -9% | -15% | -9% | -5% | -9% | 13µM*

Limited to JMJD2E inh, SMN2 splice up and ALDH1A1 inh, for some of the entries so far:
| canonical_smiles | JMJD2E inh | SMN2 splice up | ALDH1A1 inh |
| --- | --- | --- | --- |
| CCN(CC)CCCN=Cc1c(O)n(CCc2ccc(F)cc2)c(=O)[nH]c1=O | 8% | -19% | -3% |
| O=[N+]([O-])c1cccc(C2N3CCCN23)c1 (configuration not stated) | -6% | 9% | 3% |
| CC(C)CC(NP(=O)(O)O[C@@H]1O[C@@H](C)[C@H](O)[C@@H](O)[C@H]1O)C(=O)NC(Cc1c[nH]c2ccccc12)C(=O)O (some centres not stated) | 7% | 2% | 9% |
| COc1ccc2[nH]c(C)c(CCNCc3cc(OC)c(OC)c(OC)c3)c2c1 | ? | -14% | ? |
| Cc1cccc(N2C(=O)NC(=O)/C(=C\c3cccn3-c3ccc(Cl)cc3)C2=O)c1 | 9% | -10% | -3% |

Following part
smiles | Tau FP inhib | Tau fluor cs | SMN2 splice up | JMJD2E inh | HTT cytoprotect | HttQ103 aggreg | Tau ThT inhib | ALDH1A1 inh
CCCCCCCCCCCC[N+](C)(C)CCOc1ccccc1 | nt | nt | -82%[inhibitor] | nt | -219%[inhibitor] | ? | nt | 14µM*
Cc1occc1C(=O)Nc1nnc(C(F)(F)F)s1 | -1% | -15% | -29% | 6% | -1% | 35µM* | -13% | 2%
FC(F)(F)c1ccccc1CN1CCN(Cc2ccccc2)CC1 | 5% | -5% | -1% | ? | -15% | -2% | -10% | 20µM*
Cc1ccc(N2C(=O)NC(=O)/C(=C/c3ccc(OC(=O)c4cccs4)cc3)C2=O)cc1 | -9% | -13% | -19% | 20µM* | -7% | -2% | ? | ?
NCC(CS(=O)(=O)O)c1ccc(Cl)cc1 (configuration not stated) | 2% | 7% | -4% | nt | -12% | nt | 5% | 3%
Cc1ccc(Cl)cc1-n1c(O)c(C=NCCCN2CCOCC2)c(=O)[nH]c1=O | 12% | 5% | -10% | 0% | -14% | -10% | -5% | 7%
O=C(Cn1c2c(c(-c3ccccc3Cl)cc1=O)CCC2)N1CCC2(CC1)OCCO2 | 8% | -3% | -40%[inhibitor] | 1% | 17%[1.9 µM] | -5% | 5% | ?
CN(C)CCN=Cc1c(O)n(Cc2ccco2)c(=O)[nH]c1=O | 0% | 1% | -9% | 9% | 4% | -17% | 0% | 0%
C[N+]1([O-])[C@@H]2CC[C@H]1CC(OC(=O)[C@@H](CO)c1ccccc1)C2 (some centres not stated) | nt | nt | -5%[20.6 µM] | 11%[25.5 µM] | -31%[inhibitor][17.1 µM] | 10%[20.6 µM] | nt | -1%[20.9 µM]
CCOc1ccc(-c2nc3cc(NC(=O)COc4cccc(C)c4)ccc3o2)cc1 | 2% | -2% | -5% | nt | nt | nt | ? | nt
CN(CC1COc2ccccc2O1)c1nc(-c2cccnc2)nc2ccccc12 (configuration not stated) | -5% | -25% | -8% | ? | ? | -25% | ? | -8%
CC1(C)C(=O)C=C[C@]2(C)[C@H]3CC[C@@]4(C)[C@H](c5ccoc5)OC(=O)[C@H]5O[C@]54[C@]3(C)[C@H](O)C[C@@H]12 | 4% | -9% | -56%[inhibitor] | -8% | nt | 8% | ? | -4%
COc1cccc(C(=O)c2c(N)c(-c3nc(-c4ccccc4)cs3)c3ccccn23)c1 | ? | -27% | 24% | nt | nt | nt | ? | nt
CC(=O)OCC(N)C(=O)c1ccccc1 (configuration not stated) | 3% | 0% | nt | nt | 5% | nt | -2% | -17%
CCN1CCC2(CC1)NC(=O)c1ccccc1O2 | -5% | 1% | nt | 7% | 7% | 14% | 2% | -2%
O=c1[nH]c(=S)n(C2CC2)c(O)c1C=NCCc1ccccc1 | -2% | -2% | nt | -14% | 13%[10 µM] | 8%[9.22 µM] | -5% | ?
COc1ccccc1CCNC1CCC(C)CC1 (configuration not stated) | 5% | 8% | nt | 2% | -16%[10 µM] | -1% | 10% | ?
CCCCn1c(O)c(C(C)=NCCCN(CC)CC)c(=O)[nH]c1=O | -3% | -8% | 25% | 7% | 6% | -11% | -2% | 2%
Cc1ccc(OCC(=O)N2CCN(Cc3ccc4c(c3)OCO4)CC2)cc1C | 12% | 4% | -10% | 8% | ? | 6%[9.22 µM] | -4% | -2%

Some values from the results shown:
Value for COc1cccc(C(=O)c2c(N)c(-c3nc(-c4ccccc4)cs3)c3ccccn23)c1 in Tau fluor cs: -27%
Value for CN(CC1COc2ccccc2O1)c1nc(-c2cccnc2)nc2ccccc12 (configuration not stated) in Tau fluor cs: -25%
Value for Cc1occc1C(=O)Nc1nnc(C(F)(F)F)s1 in HttQ103 aggreg: 35µM*
